Wnt bcat act: activators of Wnt/beta-catenin signaling | 1.2% of 300,000 active | Wnt/beta-catenin reporter cell assay, activator, plate reader | activation, % at 9.35 µM; in the data active = activation above about 30%, passing the limit was not always enough; inconclusive = no clear call, values can overlap the other calls;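 note: 0% = neutral control wells and 100% = positive control wells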
phage Ecoli inh: E. coli growth loss with phage present; 0.26% of 360,000 active; growth absorbance; inhibition, % at 11.9 µM; AID 651602; in the data active = inhibition above about 11%
* marks the source's active call; other numbers are inactive results; ? = inconclusive.

SMILES | Wnt bcat act | phage Ecoli inh
CCc1nc2ccc(C(=O)Nc3cccc(OCC(=O)N(C)C)c3)cn2c1N(C)C(=O)c1cccc(OC)c1 | 3 | 5.3
CC(=O)Nc1ccc(-c2ccnc3c2CC(C(=O)Nc2cccc(C(C)=O)c2)O3)cc1 (stereo unspecified) | -25 | 1.6
CCCC(=O)N1CCCC(c2cc(C(=O)Nc3ccccc3)no2)C1 (stereo unspecified) | -1 | 2.3
COC(=O)c1ccc(CC2(C)C(=O)Nc3ccc(-c4cccc(C(F)(F)F)c4)cc32)o1 (stereo unspecified) | -2 | 1.4
CC(C)CNc1cccc2c1S(=O)(=O)N(Cc1cccc(F)c1)[C@@H](C)[C@H](c1ccccc1)O2 | -5 | 2.8
Cc1ccc2nc(-c3ccc(CN4CCC(c5nc6ccccc6[nH]5)CC4)cc3)c(-c3ccccc3)nc2c1 | -2 | -0.8
C[C@@H](c1ccccc1)N1C[C@H](COCc2ccccc2)Oc2cc(N3CCC[C@H]3C(N)=O)ccc2S1(=O)=O | -2 | 1.1
O=C(Nc1ccc(Cl)c(C(F)(F)F)c1)C1Cc2c(-c3ccccc3)ccnc2O1 (stereo unspecified) | -3 | 3.9
O=C1CCCN1CCCNc1nc(NCc2cccs2)nc2ccsc12 | -1 | 4.1
COc1cccc(CN2CCC(C)(Oc3cccc(Cl)c3)C2)c1OC (stereo unspecified) | 16 | 4.2
CC(=O)c1cccc(-c2ccnc3c2CC(C(=O)Nc2cccc(C(F)(F)F)c2)O3)c1 (stereo unspecified) | -1 | -1.9
CC(C)N(C)c1ncnc2c1ncn2[C@H]1CN(Cc2ccc(F)cc2)C[C@@H](CO)O1 | -1 | 2.6
Cc1cc2nc(-c3cccc(Br)c3)c(Cc3ccccc3)n2c(C)c1Br | -2 | 2.3
O=C1NC[C@H](CCCCN2C[C@@H](Cc3ccccc3)N(CCC3CCCCC3)C(=O)C2=O)N(CCC2CCCCC2)C1=O | 26 | 2.1
CCCCCCCCN1C(=O)[C@@H](CC(=O)NCCCOCCCC)C[C@@]2(C(=O)OC)C1=C[C@H](C(C)(C)C)O[C@@H]2C | -18 | 1.5
CC1(c2nnnn2C2CCCC2)CCC(=O)N1c1ccc2c(c1)OCCO2 (stereo unspecified) | -2 | 1.8
COc1ccc(CNC(=O)N2CCc3nc(Nc4cc(OC)c(OC)c(OC)c4)ncc3C2)cc1 | 1 | 0.8
CCc1nc2ccc(C(=O)NCc3ccccc3OC)cn2c1N(C=O)CCC(C)C | -4 | 0.8
CC(C)(C)CN1C(=O)C(=O)NC[C@@H]1CC1CCCCC1 | -1 | 2.1
Cc1cc(C)c(C#N)c(Sc2nc(C)c([N+](=O)[O-])c(C)c2C#N)n1 | -7 | -3.3
CCCN1CCCCC(NC(=O)c2ccc3ccccc3c2)C1=O (stereo unspecified) | 3 | 2.3
COc1ccccc1Cc1c(-c2ccco2)nc2cc(C)c(Br)c(C)n12 | -3 | 1.0
Cc1cc(Nc2ccc(OC(F)F)cc2)cc(=O)n1-c1ccc(OC(F)F)cc1 | 4 | 0.8
CCCS(=O)(=O)NC(=O)C1(C)CCCN(C(=O)c2cc(-c3ccccc3)cs2)C1 (stereo unspecified) | -1 | 1.3
CCOC(=O)C1C(C)C(C(C)(C)C)N(S(=O)(=O)c2ccc(C)cc2)C1c1ccccc1 (stereo unspecified) | -2 | 4.7
CC1(C(=O)Nc2ccc3c(c2)OCCO3)CN(S(C)(=O)=O)CC(=O)N1Cc1cccs1 (stereo unspecified) | -2 | 1.8
CN(C)Cc1c(C(C)(C)O)[nH]c2cc(F)ccc12 | -1 | 0.9
CCOC(=O)C1CCCN(C(=O)c2cccc(Cl)c2)CC1 (stereo unspecified) | -1 | 3.2
Cc1cccc(C)c1NC(=O)Nc1nc(CN(C)C)cs1 | -3 | -1.1
C=C1[C@@H](OC(C)=O)C=C[C@@]2(C)C=CC(=O)[C@@](C)(OC(C)=O)[C@@H]2[C@@H](OC(C)=O)[C@]2(O)[C@@H](C)C(=O)O[C@H]2[C@H]1Cl | -1 | 0.7
c1cc(-c2ccsc2)n2ccnc2c1 | -1 | 11*
Cc1ccc(S(=O)(=O)N2CCCc3nc(-c4ccc(F)cc4)ccc32)cc1 | 0 | 3.8
O=S1(=O)N[C@H](Cc2ccccc2)COc2cccc(N3CCC[C@@H]3CO)c21 | -2 | 2.6
CCOC(=O)[C@]12CCC=C1N(Cc1ccc3c(c1)OCO3)C(=O)[C@H](CC(=O)NCC1CCCCC1)C2 | -4 | 0.6
Cc1ccc(Cc2c(-c3cccc(Cl)c3)nc3c(C)cc(Br)cn23)cc1 | -6 | 5.5
CC1(C(=O)Nc2ccc3c(c2)OCCO3)CN(S(C)(=O)=O)CC(=O)N1CC(F)(F)F (stereo unspecified) | 0 | -0.7
CC1=C(C(=O)N(C)C)CC(CC(=O)NCCCN(C)C)C(=O)N1CCCN1CCCC1=O (stereo unspecified) | -2 | -0.7
CC(O)(c1cccc(F)c1)c1nc(-c2ccccc2)cs1 (stereo unspecified) | -2 | 2.2
CC(C)CC1OC(C)Cc2[nH][nH]c(=O)c21 (stereo unspecified) | 1 | 4.6
COc1cc(OC)cc(C2=Cc3ccccc3C(CC(=O)c3ccco3)N2c2ccc(-c3cnc(OC)nc3)cc2)c1 (stereo unspecified) | -4 | 1.5
COC(=O)c1cc2c(c3c4cc(F)ccc4n(S(=O)(=O)c4cccc(C)c4)c13)C(=O)N(Cc1ccco1)C2 | -6 | 1.3
CCNC(=O)C1(C)CCN(Cc2ccc(OC(F)(F)F)cc2)C1 (stereo unspecified) | -4 | 3.3
N#Cc1ccc(C(=O)N2CCCCC2c2cc(C(=O)Nc3ccc4c(c3)OCO4)no2)cc1 (stereo unspecified) | -2 | 3.1
O=C(Nc1ccccc1)N1c2ccccc2SC1c1ccco1 (stereo unspecified) | -4 | 6.5
COc1cc(CC2COC(=O)C2Cc2ccc(O)c(OC)c2)ccc1O (stereo unspecified) | -1 | 0.9
OC(c1ccc(F)c(F)c1)c1ncc(-c2cccc(F)c2)[nH]1 (stereo unspecified) | -1 | -1.7
COc1ccc(CNC(=O)c2cccc3c(-c4cccnc4)coc23)cc1OC | -1 | 3.3
COC(=O)[C@]1(Sc2ccc(C)cc2)CC(=O)N[C@@H]1c1ccccc1 | -3 | 4.8
COc1ccc(F)cc1-c1cc(C(=O)NCc2ccccc2)[nH]n1 | -4 | 4.2
COc1ccc(-c2sc3cc(OC)ccc3c2-c2ccc(OCCN3CCCCC3)cc2)cc1 | -9 | 4.1
Cc1cccc(N2CCN(C(C(=O)NCc3ccccc3)c3ccc(C(F)(F)F)cc3)CC2)c1C (stereo unspecified) | -2 | 4.7
Nc1nc2c(ncn2[C@@H]2O[C@H](CNC(=O)[C@H](N)Cc3cncn3COCc3ccccc3)[C@@H](O)[C@H]2O)c(=O)[nH]1 | -1 | 4.0
COCCC(=O)N1CCOCC1c1cc(C(=O)NCc2ccccc2)no1 (stereo unspecified) | -2 | 1.9
CCCCCCCCN1C(=O)[C@H](CC(=O)NCc2ccccc2)C[C@@]2(C(=O)OCC)CCCC=C12 | -6 | 2.3
COc1ccc(S(=O)(=O)NC(=O)C2(C)CCN2C(=O)CCc2ccc(Cl)cc2Cl)cc1 (stereo unspecified) | -3 | 2.7
O=c1[nH][nH]c2c1[C@H](C1CCCC1)O[C@H](CCc1ccccc1)C2 | -2 | 0.7
Cc1ccc2nc(-c3ccc(Cl)cc3)c(CC3CCCCC3)n2c1 | ? | 2.2
COCCNC(=O)c1cccc2c(-c3cnn(C)c3)coc12 | 1 | 3.0
COc1cc(OC)cc(-c2c(Sc3ccccc3)c3cc(-c4ccc5c(c4)OCCO5)ccc3n2C)c1 | 0 | 2.0
Cc1cccc(C)c1NC(=O)C(C1CC1)n1c(=O)c(-c2ccccc2)nc2ccccc21 (stereo unspecified) | 0 | -0.8

Arranged by number of heavy atoms (ascending): part of the list above.
SMILES | Wnt bcat act | phage Ecoli inh
CC(C)(C)CN1C(=O)C(=O)NC[C@@H]1CC1CCCCC1 | -1 | 2.1
CC(O)(c1cccc(F)c1)c1nc(-c2ccccc2)cs1 (stereo unspecified) | -2 | 2.2
COc1ccc(F)cc1-c1cc(C(=O)NCc2ccccc2)[nH]n1 | -4 | 4.2
COc1cccc(CN2CCC(C)(Oc3cccc(Cl)c3)C2)c1OC (stereo unspecified) | 16 | 4.2
Cc1ccc(Cc2c(-c3cccc(Cl)c3)nc3c(C)cc(Br)cn23)cc1 | -6 | 5.5
O=S1(=O)N[C@H](Cc2ccccc2)COc2cccc(N3CCC[C@@H]3CO)c21 | -2 | 2.6
CCCS(=O)(=O)NC(=O)C1(C)CCCN(C(=O)c2cc(-c3ccccc3)cs2)C1 (stereo unspecified) | -1 | 1.3
COc1ccc(-c2sc3cc(OC)ccc3c2-c2ccc(OCCN3CCCCC3)cc2)cc1 | -9 | 4.1
CCCCCCCCN1C(=O)[C@H](CC(=O)NCc2ccccc2)C[C@@]2(C(=O)OCC)CCCC=C12 | -6 | 2.3
C=C1[C@@H](OC(C)=O)C=C[C@@]2(C)C=CC(=O)[C@@](C)(OC(C)=O)[C@@H]2[C@@H](OC(C)=O)[C@]2(O)[C@@H](C)C(=O)O[C@H]2[C@H]1Cl | -1 | 0.7
C[C@@H](c1ccccc1)N1C[C@H](COCc2ccccc2)Oc2cc(N3CCC[C@H]3C(N)=O)ccc2S1(=O)=O | -2 | 1.1
CCCCCCCCN1C(=O)[C@@H](CC(=O)NCCCOCCCC)C[C@@]2(C(=O)OC)C1=C[C@H](C(C)(C)C)O[C@@H]2C | -18 | 1.5

New compounds follow
SMILES | Wnt bcat act | phage Ecoli inh
NC(c1csc(Nc2ncccn2)n1)c1ccccc1Cl (stereo unspecified) | 0 | -0.6
CCCCc1c(-c2ccccc2OC)ncn1Cc1cccc(OC)c1 | -3 | 1.9
O=C1c2cccc(-c3ccc(C(F)(F)F)cc3)c2C2CC=CCN12 (stereo unspecified) | -1 | 3.3
COc1cc2oc(=O)cc(CN(Cc3ccccc3)Cc3ccccc3)c2cc1Cl | -2 | 2.9
CCc1nc2c(OCC(=O)C(C)(C)C)cccn2c1N(C)C(=O)C1CC1 | 0 | 3.1
C[C@H]1[C@H](c2ccccc2)Oc2cc(Br)ccc2S(=O)(=O)N1Cc1ccc(Cl)cc1 | -3 | 1.8
F[B-](F)(F)c1cncnc1 | -3 | 0.9
Cc1cccc(S(=O)(=O)N2CCC[C@H]2C(=O)N2CCC[C@@H]2C(=O)NCc2ccccc2)c1 | -4 | 3.9
Cc1cc(O)cc(=O)n1-c1cc(Cl)cc(Cl)c1 | 2 | 0.9
COC(=O)c1ccc2nc(-c3cccc(Br)c3)c(Cc3ccccc3OC)n2c1 | 8 | 3.3
C=Cn1cc(CNC[C@H]2O[C@@H](n3cnc4c(=O)[nH]c(N)nc43)[C@H](O)[C@@H]2O)c(C)n1 | -1 | 4.1
CC(C)N(C[C@@H]1CSCCS(=O)(=O)N1)C(C)C | -1 | 1.4
COc1ccc(-c2nc3c(Cl)cc(C(F)(F)F)cn3c2Cc2cccc(F)c2)cc1OC | 0 | 1.2
CCOC(=O)c1sc2nc(OCCN3CCOCC3)cc(C)c2c1N | 2 | 4.7
CN1CCN(C(=O)c2cc3c(c(-c4cccc(-c5cc6ccccc6o5)c4)n2)[C@@H](CCO)N(S(=O)C(C)(C)C)C3)CC1 (stereo partly specified) | -1 | 1.5
C[C@@H]1CC2=C(C(=O)OC(C)(C)O2)[C@H](c2ccc(F)cc2)O1 | 1 | -0.4
CC1(Oc2cccc(F)c2)CCN(Cc2ccc3ccccc3c2)C1 (stereo unspecified) | 0 | 1.6
CCCC(=O)OC[C@H]1CN(C2CCCC2)S(=O)(=O)c2c(F)cccc2O1 | -1 | 2.1
CCc1nc2ccc(C(=O)Nc3cc(-c4ccccc4)ccc3OC)cn2c1N(CC)Cc1cccc(Br)c1 | -3 | 0.6
CCCc1c(-c2ccccc2)ncn1Cc1ccccc1OC | -4 | -1.0
COCC#Cc1cnc2c(c1)C(=O)N([C@@H](C)CO)C[C@H](C)[C@H](CN(C)C(=O)c1ccc3c(c1)OCO3)O2 | -1 | -0.1
CCOC1=C2[C@@H](CN(S(=O)(=O)c3ccc(C)cc3)[C@H]2c2ccc(CC)cc2)[C@H]2C(=O)N(c3ccccc3)C(=O)[C@H]2C1 | -2 | 2.0
CC1=C(C(=O)N(C(C)C)C(C)C)CC(CC(=O)NCc2cccc3ccccc23)C(=O)N1CCCN1CCCC1=O (stereo unspecified) | -2 | 0.6
Cc1ccc(S(=O)(=O)NC(=O)C2(C)CCN2C(=O)Cc2ccc(-c3ccccc3)cc2)nc1 (stereo unspecified) | 0 | -0.1
OC(c1ccc(F)c(F)c1)c1nc(-c2cnc3ccccc3c2)cs1 (stereo unspecified) | 21 | 2.0
COc1ccc(S(=O)(=O)N(C)C[C@H]2OCc3cn(nn3)CCCC(=O)N([C@@H](C)CO)C[C@@H]2C)cc1 | -1 | 3.2
Cc1cc(C)n2c(NC3CCCCC3)c(-c3cccnc3)nc2n1 | 3 | 1.8
Nc1ccn([C@@H]2O[C@H](C(=O)N3CCCN(Cc4ccccc4F)CC3)[C@@H](O)[C@H]2O)c(=O)n1 | -1 | 1.4
COc1cccc(CNC(=O)[C@@H]2CCCN2C(=O)[C@@H]2CCCN2C(=O)c2ccc(Cl)cc2)c1 | -1 | 0.8
COc1ccc(-c2nc3c(C)cc(Br)cn3c2CC(C)(C)C)cc1OC | 0 | 0.6
COc1ccc(NC(=O)c2cc(-c3cc(Cl)ccc3OC)n[nH]2)cc1OC | -7 | 2.5
COc1ccc(-c2cc(NC=O)c3ncc(-c4cnn(C)c4)n3c2)cc1 | -1 | 0.3
O=C(Nc1ccc2c(c1)OCCO2)C(CCc1ccccc1)N1CCN(c2ccc(F)cc2)CC1 (stereo unspecified) | -3 | 2.6
Clc1cccc(-c2ccc3nccn3c2)c1Cl | 2 | 4.7

Exported with values under each structure: two of the compounds above.
Second line of a record – Wnt bcat act, phage Ecoli inh
COc1ccc(-c2cc(NC=O)c3ncc(-c4cnn(C)c4)n3c2)cc1
 : -1, 0.3
Clc1cccc(-c2ccc3nccn3c2)c1Cl
 : 2, 4.7

Screens (PubChem BioAssay)

Not all compounds are listed; count on the stated rates, not on these rows.
